Compound activity as filed in PubChem BioAssay.
TcdB GH inh: inhibitors of Clostridioides difficile toxin B glycohydrolase; inhibition, % at 9.99 µM; TcdB glycohydrolase enzymatic assay, plate reader; AID 652162; actives 0.24% (n = 350,000); P18177; in the data active means inhibition above about 10%
* marks the source's active call; other numbers are inactive results. An excerpt; count on the stated rates, not on these rows.

smiles,TcdB GH inh
CCCC#Cc1ccc([C@H]2[C@H]3CN(C(=O)NC4CCCC4)CC(=O)N3[C@H]2CO)cc1,0.0
CCC(=O)N(C)C[C@H]1Oc2cc(C#CCC(C)C)ccc2S(=O)(=O)N([C@@H](C)CO)C[C@@H]1C,1.6
O=C(NCC[C@H]1CC[C@@H](NC(=O)c2cccnc2)[C@@H](CO)O1)Nc1ccc(F)cc1,-3.6
C[C@H]1CN([C@@H](C)CO)C(=O)Cc2cc(NS(=O)(=O)c3cccs3)ccc2O[C@@H]1CN(C)C(=O)Nc1ccc(C(F)(F)F)cc1,-0.7
Cc1noc(C)c1S(=O)(=O)Nc1ccc2c(c1)C(=O)N([C@@H](C)CO)C[C@@H](C)[C@H](CN(C)S(=O)(=O)c1ccc(F)cc1)OCCCC[C@H](C)O2,1.7
COc1ccccc1S(=O)(=O)N[C@H]1CC[C@@H](CCn2cc(C3CC3)nn2)O[C@H]1CO,0.4
CC(C)NC(=O)N(C)C[C@@H]1Oc2ccc(NC(=O)Nc3ccc(F)cc3)cc2C(=O)N([C@H](C)CO)C[C@H]1C,0.3
COc1ccc(S(=O)(=O)Nc2ccc3c(c2)C(=O)N([C@@H](C)CO)C[C@@H](C)[C@@H](CN(C)CC2CC2)O3)cc1,-4.8
COCc1[nH]nc2c1C(c1ccc(F)cc1)NC2=O (configuration not stated),-0.1
COc1ccc(CN(C)C[C@H]2Oc3c(NC(=O)C4CCOCC4)cccc3C(=O)N([C@@H](C)CO)C[C@@H]2C)cc1,-1.8
N#C[C@H]1[C@H](c2ccc(C#Cc3ccccc3F)cc2)[C@H](CO)N1C(=O)C1CCC1,-0.2
C[C@@H]1CCCCO[C@@H](CN(C)Cc2ccc(Cl)c(Cl)c2)[C@H](C)CN([C@@H](C)CO)C(=O)c2cc(NS(=O)(=O)c3ccc(F)cc3)ccc2O1,-0.9
C[C@@H]1CN([C@@H](C)CO)C(=O)c2cccc(NS(=O)(=O)c3ccc(F)cc3)c2O[C@@H]1CN(C)S(=O)(=O)c1ccc(F)cc1,0.4
CC(C)C#Cc1ccc2c(c1)O[C@H](CN(C)C(=O)c1ccncc1)[C@@H](C)CN([C@@H](C)CO)S2(=O)=O,1.0
C[C@H](CO)N1C[C@H](C)[C@H](CN(C)S(C)(=O)=O)Oc2ccc(NS(=O)(=O)c3ccccc3)cc2C1=O,-1.1
C[C@@H]1CN([C@@H](C)CO)C(=O)c2cccc(NC(=O)CCCCCC(=O)Nc3ccccc3N)c2O[C@@H]1CN(C)S(=O)(=O)c1cn(C)cn1,-1.1
C[C@@H]1CN([C@H](C)CO)S(=O)(=O)c2ccc(C#CC3CC3)cc2O[C@@H]1CN(C)Cc1cccc(F)c1,0.6
C[C@@H]1CCCCO[C@H](CN(C)C(=O)Nc2ccccc2)[C@@H](C)CN([C@@H](C)CO)C(=O)c2cc(NC(=O)C3CCCCC3)ccc2O1,0.3
CCS(=O)(=O)N1[C@H](C#N)[C@H](c2ccc(C#CC(C)C)cc2)[C@@H]1CO,-0.2
C[C@H]1CN([C@@H](C)CO)C(=O)c2cc(NC(=O)Nc3cccc4ccccc34)ccc2O[C@H]1CN(C)Cc1ccc(Cl)c(Cl)c1,0.3
Cc1ccc(S(=O)(=O)N2C[C@@H](O)COC[C@@H]3O[C@@H](CC(=O)N[C@H]4CCN(Cc5ccccc5)C4)CC[C@H]32)cc1,-4.5
N#Cc1ccc(-c2ccc3c(c2)[C@H]2[C@H](CCN2C(=O)C2CC2)[C@@H](CO)N3)cc1,3.7
C[C@@H]1CN([C@@H](C)CO)C(=O)c2cccc(NC(=O)C3CC3)c2O[C@H]1CN(C)Cc1ccc2c(c1)OCO2,-0.6
CN1c2ccc(C#Cc3cccnc3)cc2[C@@H]2[C@@H](CCN2S(=O)(=O)c2cccc(F)c2)[C@@H]1CO,-0.5
O=C(Nc1ccc(Cl)c(Cl)c1)N[C@H]1CC[C@H](CCn2cc(C3CCCCC3)nn2)O[C@H]1CO,-1.1

Structures from the list above with two or more sulfur atoms:
smiles,TcdB GH inh
C[C@H]1CN([C@@H](C)CO)C(=O)Cc2cc(NS(=O)(=O)c3cccs3)ccc2O[C@@H]1CN(C)C(=O)Nc1ccc(C(F)(F)F)cc1,-0.7
Cc1noc(C)c1S(=O)(=O)Nc1ccc2c(c1)C(=O)N([C@@H](C)CO)C[C@@H](C)[C@H](CN(C)S(=O)(=O)c1ccc(F)cc1)OCCCC[C@H](C)O2,1.7
C[C@@H]1CN([C@@H](C)CO)C(=O)c2cccc(NS(=O)(=O)c3ccc(F)cc3)c2O[C@@H]1CN(C)S(=O)(=O)c1ccc(F)cc1,0.4
C[C@H](CO)N1C[C@H](C)[C@H](CN(C)S(C)(=O)=O)Oc2ccc(NS(=O)(=O)c3ccccc3)cc2C1=O,-1.1

Following part:
smiles,TcdB GH inh
CC(=O)N1CC[C@@H]2[C@H]1c1cc(-c3ccc(C#N)cc3)ccc1N(C)[C@@H]2CO,0.4
O=C(O)C[C@H]1C[C@H]2c3cc(NC(=O)Nc4ccc(F)cc4)ccc3O[C@H]2[C@@H](CO)O1,0.4
O=C(C[C@@H]1CC[C@H]2[C@@H](COC[C@H](O)CN2C(=O)Nc2cccc(F)c2)O1)NCc1ccccc1Cl,-0.9
Cc1cccc(-c2ccc([C@@H]3[C@H](CO)N4CCCCN(C(=O)NC(C)C)C[C@@H]34)cc2)c1,0.5
O=C(C[C@H]1CC[C@H](NC(=O)c2cccnc2)[C@@H](CO)O1)NCc1ccc(Cl)c(Cl)c1,0.5
CCNC(=O)[C@H]1[C@H](CO)[C@H]2Cn3c(ccc(/C=C/c4ccccc4)c3=O)[C@@H]1N2C(=O)C1CCCC1,2.0
Cc1[nH]c2ccccc2c1CC(=O)Nc1ccc(Nc2cccnc2)c(Br)c1,0.7
COc1ccc(NC(=O)Nc2cccc3c2O[C@H](CN(C)C(=O)Nc2ccc(F)cc2)[C@@H](C)CN([C@H](C)CO)C3=O)cc1,0.2
CCC(=O)N1CCC2(CC1)CN(C(=O)c1cnccn1)[C@H](CO)c1c2c2ccc(OC)cc2n1C,-2.3
Cc1noc(C)c1S(=O)(=O)N(C)C[C@@H]1OCCCC[C@H](C)Oc2ccc(NC(=O)c3ccccc3)cc2C(=O)N([C@H](C)CO)C[C@H]1C,0.1
C[C@H](CO)N1C[C@H](C)[C@@H](CN(C)Cc2ccc(C(=O)Nc3ccccc3N)cc2)Oc2c(NC(=O)c3cnccn3)cccc2C1=O,0.1
CC(=O)NCCCC[C@@H]1NC(=O)[C@H]2C[C@@H](C(=O)NCCCCCCNC(=O)CS)[C@@H](c3ccc(O)cc3)N2C1=O,1.1
CC(C)C[C@H]1COc2cc(Br)ccc2S(=O)(=O)N1Cc1ccc(F)cc1F,-0.4
CCNC(=O)C[C@@H]1C=C[C@@H](NC(=O)C2CC2)[C@@H](CO)O1,-0.3
COc1ccc2c3c([nH]c2c1)[C@H](CO)N(Cc1cccnc1)CC31CCN(C(=O)CN(C)C)CC1,-3.3
O=C(C[C@H]1C=C[C@@H](NC(=O)c2ccccc2)[C@H](CO)O1)NCCc1ccncc1,-0.8
COc1ccc(S(=O)(=O)N(C)C[C@@H]2Oc3c(NC(=O)Nc4cccc5ccccc45)cccc3C(=O)N([C@H](C)CO)C[C@@H]2C)cc1,1.4
C[C@@H]1CN([C@@H](C)CO)C(=O)c2cc(NS(=O)(=O)c3ccc(Cl)cc3)ccc2O[C@@H](C)CCCCO[C@H]1CN(C)Cc1ccc(C(=O)O)cc1,-0.5
CO[C@H]1CN(C)C(=O)c2cc(NC(=O)c3ccccc3)ccc2OC[C@H](C)N(C(C)=O)C[C@H]1C,-0.7
C[C@H]1CN([C@@H](C)CO)C(=O)c2cccc(N(C)C)c2O[C@H]1CN(C)C(=O)Nc1ccc(F)cc1,-1.8
C[C@@H]1CN([C@H](C)CO)C(=O)Cc2cc(N(C)C)ccc2O[C@H]1CN(C)S(=O)(=O)c1ccccc1,-7.7
O=C(C[C@@H]1CC[C@H]2[C@@H](COC[C@H](O)CN2C(=O)Nc2ccc(C(F)(F)F)cc2)O1)NCC1CC1,-1.8
OC[C@@H]1[C@H](c2ccc(C3=CCCCC3)cc2)[C@@H](CNC2CCCC2)N1CC1CC1,-8.9
COc1ccccc1NC(=O)N1[C@H](C#N)[C@H](c2ccccc2)[C@H]1CO,0.2
CO[C@@H]1CN(C)C(=O)c2ccc(NC(=O)NC(C)C)cc2OC[C@H](C)N(C(=O)CC2CC2)C[C@H]1C,-0.3
C[C@H](O)C#Cc1ccc2c(c1)O[C@H](CN(C)Cc1ccc(-c3ccccc3)cc1)[C@@H](C)CN([C@@H](C)CO)S2(=O)=O,-0.5
Cc1noc(C)c1S(=O)(=O)N(C)C[C@@H]1Oc2ccc(NS(=O)(=O)c3cccs3)cc2C(=O)N([C@@H](C)CO)C[C@@H]1C,-0.7
COc1ccc(CN(C)C[C@H]2OCCCC[C@@H](C)Oc3ccc(NS(=O)(=O)c4ccc(Cl)cc4)cc3C(=O)N([C@@H](C)CO)C[C@H]2C)cc1,1.4
COc1ccc2c3c([nH]c2c1)[C@@H](CO)N(C(=O)CC1CC1)CC31CN(C(=O)CC2CC2)C1,1.2
C[C@@H]1CN([C@H](C)CO)C(=O)c2cc(NC(=O)CCC(F)(F)F)ccc2O[C@H]1CN(C)Cc1ccc(C(=O)O)cc1,0.4
O=C(C1CCCCC1)N1CC(=O)N2[C@H](C1)[C@@H](c1ccc(-c3ccccc3F)cc1)[C@@H]2CO,0.3
CC(C)NC(=O)N(C)C[C@H]1Oc2ccc(NC(=O)c3ccncc3)cc2C(=O)N([C@H](C)CO)C[C@H]1C,0.7
Cc1ccc(-c2ccc(C3[C@H]4CNC[C@@H]3N4S(=O)(=O)c3ccccc3F)cc2)cc1 (some centres not stated),-0.3
C[C@@H]1CN([C@@H](C)CO)C(=O)Cc2cc(NC(=O)C3CC3)ccc2O[C@@H]1CN(C)S(=O)(=O)c1cn(C)cn1,0.5
CCCN(C)C[C@@H]1OCCCC[C@H](C)Oc2ccc(NC(=O)CCC(F)(F)F)cc2C(=O)N([C@@H](C)CO)C[C@@H]1C,-0.2
C[C@@H]1CCCCO[C@@H](CN(C)Cc2ccccc2)[C@H](C)CN([C@@H](C)CO)C(=O)c2cc(NC(=O)C3CCCCC3)ccc2O1,0.1
N#C[C@H]1[C@H](c2ccccc2C2=CCCCC2)[C@H](CO)N1C(=O)c1ccccn1,-1.3
CCC(=O)N1CC2(C1)CN(C(=O)c1ccccn1)[C@@H](CO)c1c2c2ccc(OC)cc2n1C,0.1
O=C(CN1CCOCC1)NCC[C@H]1CC[C@H](NS(=O)(=O)c2ccc(F)cc2)[C@H](CO)O1,-2.6
C[C@@H]1CCCCO[C@H](CN(C)C(=O)Nc2ccc(F)cc2)[C@H](C)CN([C@@H](C)CO)C(=O)c2cc(NS(=O)(=O)c3ccc(Cl)cc3)ccc2O1,-0.3
C[C@H]1CN([C@@H](C)CO)C(=O)c2cccc(NC(=O)Nc3ccc(F)cc3)c2O[C@@H]1CN(C)C(=O)Nc1cccc2ccccc12,0.8
COc1ccc(CN(C)C[C@@H]2OCCCC[C@H](C)Oc3ccc(NC(=O)Nc4c(C)noc4C)cc3C(=O)N([C@@H](C)CO)C[C@@H]2C)cc1,-0.4
O=C(C[C@H]1CC[C@H]2[C@@H](COC[C@@H](O)CN2C(=O)c2ccncc2)O1)NCc1cccc(F)c1,-2.0
CC(=O)NC[C@@H]1[C@@H](c2ccc(C#Cc3ccccc3F)cc2)[C@@H](CO)N1C(C)=O,-2.6
C[C@H](CO)N1C[C@H](C)[C@@H](CN(C)CC2CC2)Oc2ccc(NC(=O)CCCN(C)C)cc2CC1=O,-0.2
COc1ccc(S(=O)(=O)N(C)C[C@@H]2OCCCC[C@H](C)Oc3ccc(NC(=O)Nc4c(C)noc4C)cc3C(=O)N([C@H](C)CO)C[C@@H]2C)cc1,-1.2
Cc1ccc(S(=O)(=O)Nc2ccc3c(c2)C(=O)N([C@H](C)CO)C[C@H](C)[C@H](CN(C)C(=O)Nc2c(C)noc2C)OCCCC[C@H](C)O3)cc1,1.8
COc1cccc(S(=O)(=O)N2C[C@@H](O)COC[C@@H]3O[C@@H](CC(=O)N4CCOCC4)CC[C@H]32)c1,-1.3
CO[C@H]1CN(C)C(=O)c2cc(NS(=O)(=O)c3cccc(F)c3)ccc2OC[C@H](C)N(Cc2cc(F)ccc2F)C[C@H]1C,-0.5
C[C@@H]1CN([C@H](C)CO)S(=O)(=O)c2ccc(C#CC3CCCCC3)cc2O[C@@H]1CN(C)Cc1cccnc1,-0.9

(further entries)
smiles,TcdB GH inh
C[C@@H]1CCCCO[C@@H](CN(C)S(=O)(=O)c2ccccc2)[C@@H](C)CN([C@@H](C)CO)C(=O)c2cc(NS(C)(=O)=O)ccc2O1,0.3
CN(C)C(=O)[C@@H]1[C@@H](CO)[C@@H]2Cn3c(ccc(C4=CCCC4)c3=O)[C@@H]2N1Cc1ccc2c(c1)OCO2,0.0
C[C@@H]1CN([C@H](C)CO)C(=O)Cc2cc(NC(=O)CCCCCC(=O)Nc3ccccc3N)ccc2O[C@@H]1CN(C)S(=O)(=O)c1ccccc1,1.0
Cc1noc(C)c1NC(=O)Nc1ccc2c(c1)CC(=O)N([C@H](C)CO)C[C@@H](C)[C@H](CN(C)C(=O)Nc1ccc(F)cc1)O2,0.4
CCCNC(=O)C[C@@H]1CC[C@H]2[C@@H](COc3ccc(NC(=O)c4cccs4)cc3C(=O)N2C)O1,0.9
C[C@@H](NC(=O)C[C@@H]1C[C@@H]2c3cc(NC(=O)CC4CC4)ccc3O[C@@H]2[C@H](CO)O1)c1ccccc1,0.5

An excerpt of these results, as labelled records:
> C[C@@H]1CN([C@H](C)CO)C(=O)Cc2cc(NC(=O)CCCCCC(=O)Nc3ccccc3N)ccc2O[C@@H]1CN(C)S(=O)(=O)c1ccccc1
  TcdB GH inh: 1.0
> Cc1noc(C)c1NC(=O)Nc1ccc2c(c1)CC(=O)N([C@H](C)CO)C[C@@H](C)[C@H](CN(C)C(=O)Nc1ccc(F)cc1)O2
  TcdB GH inh: 0.4
